Screens as filed in PubChem BioAssay.
ROS inducer – ROS inducers in U2OS cancer cells, primary screen, cell-based, H2DCF-DA fluorescence | ROS induction (% of piperlongumine), % at 10 µM | U2OS ROS induction | AID 624156, 2012 | hit rate 2% among 46,000; in the data active = ROS induction above about 79%, passing the limit was not always enough; inconclusive = no clear call, values can overlap the other calls;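 also: 0% = DMSO vehicle median and 100% = reference compound median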
* marks the source's active call; other numbers are inactive results; ? = inconclusive.

Compound	ROS inducer
N#Cc1c(-c2ccc3c(c2)OCO3)cc(-c2ccccc2O)[nH]c1=O	45
Clc1ccccc1CNc1nc2ccccc2n1CCN1CCOCC1	6
FC(F)(F)c1ccccc1Nc1nc(-c2cccnc2)cs1	0
C=C(C)Cn1c(SCC(=O)O)nnc1-c1ccccc1	3
CC(C)NC(=O)N(C)C[C@@H]1Oc2ccc(NS(C)(=O)=O)cc2C(=O)N([C@H](C)CO)C[C@@H]1C	-10
C[C@@H]1CCCCO[C@@H](CN(C)S(=O)(=O)c2cccs2)[C@@H](C)CN([C@H](C)CO)C(=O)c2cc(NS(C)(=O)=O)ccc2O1	10
C[C@@H]1CN([C@@H](C)CO)C(=O)Cc2cc(NC(=O)Cc3ccccc3)ccc2O[C@@H]1CN(C)Cc1ccc(Oc2ccccc2)cc1	115*
C[C@@H]1CN([C@H](C)CO)C(=O)c2cc(NS(=O)(=O)c3ccc(F)cc3)ccc2O[C@@H]1CN(C)Cc1ccc2c(c1)OCO2	2
CC(C)NC(=O)N(C)C[C@H]1Oc2ccc(NC(=O)CCCN(C)C)cc2C(=O)N([C@H](C)CO)C[C@H]1C	-10
CCOc1ccc(NC(=O)Cn2cnc3scc(-c4ccc5ccccc5c4)c3c2=O)cc1	15
O=C(Cn1nc(-c2ccccc2)ccc1=O)N1CCOCC1	-11
C[C@H](CO)N1C[C@H](C)[C@@H](CN(C)Cc2ccc(-c3ccccc3)cc2)Oc2ccc(NS(=O)(=O)c3cccs3)cc2C1=O	24

Reformatted with each value named: entries from further up
structure: CC(C)NC(=O)N(C)C[C@@H]1Oc2ccc(NS(C)(=O)=O)cc2C(=O)N([C@H](C)CO)C[C@@H]1C
  ROS inducer = -10
structure: N#Cc1c(-c2ccc3c(c2)OCO3)cc(-c2ccccc2O)[nH]c1=O
  ROS inducer = 45

Continued.
Compound	ROS inducer
CC(=O)N(CCN(C)C)c1nc2cc(C)cc(C)c2s1	-16
C[C@@H]1CN([C@H](C)CO)C(=O)c2cccc(NC(=O)c3nc4ccccc4s3)c2O[C@H]1CN(C)C(=O)Nc1ccc(F)cc1	14
CN(C)S(=O)(=O)c1ccc(C(=O)Nc2nc3c(s2)CCc2ccccc2-3)cc1	45
COC(=O)C(Cc1c[nH]c2ccccc12)NS(=O)(=O)c1cccc2nonc12 (stereo unspecified)	12
O=C(CCN1C(=O)C2C3C=CC(C3)C2C1=O)Nc1ccccc1 (stereo unspecified)	-3
C[C@H](CO)N1C[C@H](C)[C@H](CN(C)Cc2ccc(-c3ccccc3)cc2)Oc2c(NS(C)(=O)=O)cccc2C1=O	8
CCn1c(SCC(=O)Nc2ccc(Cl)cc2Cl)nnc1-c1cc(Br)ccc1O	-16
C[C@H](CO)N1C[C@H](C)[C@H](CN(C)S(=O)(=O)c2cccs2)Oc2ccc(NS(=O)(=O)c3ccccc3)cc2CC1=O	-1
NC(=O)c1c(NC(=O)c2ccc(COc3cc(Cl)ccc3Cl)o2)sc2c1CCCC2	21
C[C@H](CO)N1C[C@H](C)[C@H](CN(C)CC2CCCCC2)Oc2c(NC(=O)C3CCCCC3)cccc2C1=O	-4
O=C(O)c1ccc(CSc2n[nH]c(-c3ccco3)n2)cc1	4
C[C@H](CO)N1C[C@H](C)[C@@H](CN(C)Cc2ccncc2)Oc2ccc(NS(C)(=O)=O)cc2C1=O	-8
COC(=O)c1scc(C#N)c1N=CN(C)C	0
Cc1noc(C)c1S(=O)(=O)Nc1ccc2c(c1)CC(=O)N([C@@H](C)CO)C[C@@H](C)[C@@H](CN(C)Cc1ccc3c(c1)OCO3)O2	-6
C[C@@H]1CN([C@H](C)CO)C(=O)c2cc(NC(=O)Nc3ccc4c(c3)OCO4)ccc2O[C@@H]1CN(C)Cc1ccc2c(c1)OCO2	?
COC(=O)c1sc(C(F)(F)F)c(-c2ccccc2)c1S(=O)(=O)NC(C)(C)C	-2
Clc1cccc(Nc2nnc(Cc3cccnc3)c3ccccc23)c1	-3
C[C@H]1CN([C@@H](C)CO)C(=O)Cc2cc(NS(=O)(=O)c3cccs3)ccc2O[C@@H]1CN(C)C	43
CC(C)NC(=O)Nc1cccc2c1O[C@H](CN(C)C)[C@@H](C)CN([C@@H](C)CO)C2=O	-6
O=c1c(Cc2ccccc2)c(O)c2ccccc2n1-c1ccccc1	7
COc1ccc(C2NC(c3ccc(OC)cc3)C(C)C(O)(Cc3ccccc3)C2C)cc1 (stereo unspecified)	12
Cc1[nH]c(-c2ccc(F)cc2)cc1C(=O)NCCc1ccc(S(N)(=O)=O)cc1	37
COc1ccc(NC(=O)Nc2ccc3c(c2)C(=O)N([C@H](C)CO)C[C@@H](C)[C@H](CN(C)Cc2ccncc2)O3)cc1	-10
COc1ccc(S(=O)(=O)Nc2ccc3c(c2)C(=O)N([C@H](C)CO)C[C@H](C)[C@@H](CN(C)S(=O)(=O)c2cccs2)OCCCC[C@@H](C)O3)cc1	33

Some of the entries so far, as labelled records:
SMILES: CCn1c(SCC(=O)Nc2ccc(Cl)cc2Cl)nnc1-c1cc(Br)ccc1O
  ROS inducer = -16

SMILES: C[C@@H]1CN([C@H](C)CO)C(=O)c2cccc(NC(=O)c3nc4ccccc4s3)c2O[C@H]1CN(C)C(=O)Nc1ccc(F)cc1
  ROS inducer = 14

(further entries)
Compound	ROS inducer
COc1ccc(S(=O)(=O)N(C)C[C@@H]2Oc3ccc(NC(=O)CCC(F)(F)F)cc3C(=O)N([C@@H](C)CO)C[C@H]2C)cc1	10
Cc1ccc(S(=O)(=O)Nc2ccc3c(c2)CC(=O)N([C@@H](C)CO)C[C@H](C)[C@@H](CN(C)S(C)(=O)=O)O3)cc1	-2
C[C@H]1CN([C@@H](C)CO)C(=O)c2cccc(NC(=O)c3ccncc3)c2O[C@@H]1CN(C)Cc1ccc(C(F)(F)F)cc1	8
COc1ccc(NC(=O)Nc2cccc3c2O[C@@H](CN(C)C(=O)NC2CCCCC2)[C@H](C)CN([C@@H](C)CO)C3=O)cc1	-5
COc1ccc(CCC(=O)c2c(O)cc(O[C@@H]3O[C@H](CO)C(O)[C@H](O)C3O[C@@H]3O[C@@H](C)[C@H](O)[C@@H](O)[C@H]3O)cc2O)cc1O (stereo partly specified)	?
C[C@@H]1CN([C@H](C)CO)C(=O)Cc2cc(NC(=O)CCC(F)(F)F)ccc2O[C@H]1CN(C)Cc1ccc(Cl)c(Cl)c1	23
C[C@H](CO)N1C[C@H](C)[C@H](CN(C)Cc2ccc(-c3ccccc3)cc2)Oc2ccc(NC(=O)Cn3cnnn3)cc2CC1=O	1
C[C@@H]1CN([C@@H](C)CO)C(=O)c2cc(NS(=O)(=O)c3ccc(F)cc3)ccc2O[C@H]1CN(C)Cc1ccccc1	7
Cc1ccc(S(=O)(=O)N(C)C[C@H]2Oc3ccc(NS(C)(=O)=O)cc3C(=O)N([C@H](C)CO)C[C@H]2C)cc1	-1
N#C/C(=C\Nc1cccc(Cl)c1)S(=O)(=O)c1ccc(Cl)cc1	-6
CSc1ccc(S(=O)(=O)NCc2ccccn2)cc1	-7
CCCCNc1cc(C(=O)O)cc(S(N)(=O)=O)c1Oc1ccccc1	-11
Cc1cc(C(=O)Nc2cccc3c2O[C@@H](CN(C)Cc2ccc(Cl)c(Cl)c2)[C@@H](C)CN([C@H](C)CO)C3=O)n(C)n1	32
CCOC(=O)c1cc(C#N)c(N2CCC(C(=O)OCC)CC2)nc1C(F)(F)F	29
C[C@H](CO)N1C[C@H](C)[C@H](CN(C)Cc2ccc(C(=O)O)cc2)Oc2ccc(NC(=O)Nc3ccc(C(F)(F)F)cc3)cc2CC1=O	-5
C[C@@H]1CN([C@@H](C)CO)C(=O)CCCn2nncc2CO[C@H]1CN(C)Cc1ccccc1C(=O)O	35
Cc1cc(OCC(=O)Nc2ccc3oc(-c4ccncc4)nc3c2)cc(C)c1Cl	-10
CC(C)NC(=O)Nc1cccc2c1O[C@H](CN(C)Cc1ccc(Cl)c(Cl)c1)[C@@H](C)CN([C@H](C)CO)C2=O	5
COc1ccc(CN(C)C[C@H]2OCCCC[C@@H](C)Oc3ccc(NC(=O)NC(C)C)cc3C(=O)N([C@H](C)CO)C[C@@H]2C)cc1	-8
CCOC(=O)c1sc(C)c2c(=O)[nH]c(-c3ccccc3)nc12	-16
COc1ccc(CN(C)C[C@@H]2Oc3ccc(NS(=O)(=O)c4ccc(OC)cc4)cc3CC(=O)N([C@@H](C)CO)C[C@@H]2C)cc1	22
C[C@H]1CN([C@@H](C)CO)C(=O)c2cc(NS(=O)(=O)c3ccc(F)cc3)ccc2O[C@H]1CN(C)C(=O)Nc1ccc(F)cc1	-17
C[C@@H]1CN([C@H](C)CO)C(=O)c2cc(NS(=O)(=O)c3ccc(F)cc3)ccc2O[C@@H]1CN(C)S(=O)(=O)c1cn(C)cn1	0
O=C(CCCCCCC(=O)Nc1ccccc1O)N/N=C/C1=CCCCC1	12
CNC[C@H]1Oc2ccc(NC(=O)Cc3cn(C)c4ccccc34)cc2CC(=O)N([C@@H](C)CO)C[C@@H]1C	37
C[C@H]1CN([C@@H](C)CO)C(=O)c2cccc(NC(=O)Nc3ccc(C(F)(F)F)cc3)c2O[C@@H]1CN(C)Cc1ccc(Cl)c(Cl)c1	9
Cc1noc(C)c1S(=O)(=O)N(C)C[C@@H]1Oc2ccc(N(C)C)cc2CC(=O)N([C@@H](C)CO)C[C@@H]1C	-8
C[C@@H]1CN([C@@H](C)CO)C(=O)c2cccc(NC(=O)c3ccncc3)c2O[C@H]1CN(C)CC1CCCCC1	3
C[C@@H]1CN([C@H](C)CO)C(=O)Cc2cc(NC(=O)Nc3ccc4c(c3)OCO4)ccc2O[C@H]1CN(C)Cc1ccc(Oc2ccccc2)cc1	16
COC(=O)CCCCCCC(=O)N/N=C/c1ccc2ccccc2c1	67
O=C1/C(=C\c2c[nH]c3ccccc23)C(c2ccccc2)Oc2ccccc21 (stereo unspecified)	29
CNC[C@@H]1Oc2ccc(NC(=O)Cc3ccccc3)cc2C(=O)N([C@@H](C)CO)C[C@@H]1C	12
COc1ccc(S(=O)(=O)Nc2ccc3c(c2)C(=O)N([C@H](C)CO)C[C@H](C)[C@H](CN(C)Cc2ccccc2)O3)cc1	-21
C[C@H]1CN([C@@H](C)CO)C(=O)c2cc(NC(=O)CCN3CCOCC3)ccc2O[C@H]1CN(C)C	-4
CC(C)c1ccc(NC(=O)CSc2nnc(-c3ccccc3Cl)n2C)cc1	-4
C[C@H]1CN([C@@H](C)CO)C(=O)c2cccc(NS(=O)(=O)c3ccccc3)c2O[C@H]1CN(C)Cc1ccc(C(=O)O)cc1	-4
COc1cccc(-c2nnc(-c3ccccc3NS(=O)(=O)c3ccc(Cl)cc3)o2)c1	5
C[C@@H]1CN([C@@H](C)CO)C(=O)CCCn2cc(nn2)CO[C@H]1CN(C)C(=O)Nc1ccccc1F	6
CCN(CC)c1ccc(/C=N/NC(=O)c2ccc(C(=O)NO)cc2)c(O)c1	-8
C[C@@H]1CN([C@@H](C)CO)C(=O)Cc2cc(NC(=O)CCCCCC(=O)Nc3ccccc3N)ccc2O[C@@H]1CN(C)S(=O)(=O)c1ccccc1	-4
C[C@@H]1CN([C@@H](C)CO)C(=O)c2cccc(NC(=O)NC3CCCCC3)c2O[C@@H]1CN(C)Cc1ccc(C(=O)Nc2ccccc2N)cc1	9
COc1ccc(NC(=O)CSc2nc3c(cc2C#N)CCCCC3)cc1OC	12
CC(C)S(=O)(=O)NCC1CCN(Cc2cccc(OCCO)c2)CC1	-4
CS(=O)(=O)N(CC(=O)Nc1ccccc1Br)Cc1ccccc1	2
Cc1ccc(S(=O)(=O)Nc2cccc3c2O[C@H](CN(C)C(=O)Nc2ccccc2)[C@H](C)CN([C@H](C)CO)C3=O)cc1	-7
COc1ccccc1S(=O)(=O)N(C)C[C@@H]1OCc2cn(nn2)CCCC(=O)N([C@H](C)CO)C[C@H]1C	-15
Cc1ccc(NC(=O)Nc2ccc(C(C)(C)C)cc2)cc1	-18
Cc1c(C(=O)Nc2sc3c(c2C(=O)NC2CCS(=O)(=O)C2)CCCC3)oc2ccccc12 (stereo unspecified)	9
C[C@@H]1CN([C@H](C)CO)C(=O)c2cccc(NC(=O)Nc3ccc4c(c3)OCO4)c2O[C@@H]1CN(C)Cc1ccc2c(c1)OCO2	0
COc1ccc(NC(=O)Nc2cccc3c2O[C@H](CN(C)Cc2ccccc2)[C@@H](C)CN([C@@H](C)CO)C3=O)cc1	1
Cc1cccc(C)c1NC(=O)CC1C(=O)N(Cc2ccccc2)C(C)c2nc3ccccc3n21 (stereo unspecified)	12
O=c1cc(Nc2ccc(Cl)cc2)nc(COc2ccccc2)[nH]1	19
C[C@@H]1CN([C@H](C)CO)C(=O)Cc2cc(NC(=O)Cc3ccccc3)ccc2O[C@@H]1CN(C)CC1CC1	-3
C[C@@H]1CN([C@H](C)CO)C(=O)Cc2cc(NS(C)(=O)=O)ccc2O[C@@H]1CN(C)Cc1ccc(C(F)(F)F)cc1	30
C[C@H]1CN([C@@H](C)CO)C(=O)Cc2cc(NC(=O)Nc3cccc4ccccc34)ccc2O[C@H]1CN(C)C	-4
C[C@H](CO)N1C[C@H](C)[C@H](CN(C)S(=O)(=O)c2cn(C)cn2)Oc2ccc(NC(=O)Nc3cccc4ccccc34)cc2C1=O	9
Cc1noc(C)c1NC(=O)Nc1ccc2c(c1)C(=O)N([C@@H](C)CO)C[C@H](C)[C@@H](CN(C)Cc1ccc(Oc3ccccc3)cc1)O2	19

An excerpt. The share of hits here may be higher or lower than overall.
